Assay outcomes: PubChem, Sanford-Burnham Center for Chemical Genomics
TIM10 inh: growth inhibitors of TIM10 yeast strain. AID 463195. inhibition, % at 10 µM. S. cerevisiae TIM10 strain growth, BacTiter-Glo luminescence, 24 h. 1.4% of 330,000 active;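 active = inhibition of 40% or more at the single tested concentration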;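 note: wild-type TIM10 isogenic control strain grown at permissive 25 °C; 0% = DMSO yeast wells and 100% = minimal medium wells without yeast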
tim23-1 inh: tim23-1 yeast growth inhibition. S. cerevisiae tim23-1 growth, BacTiter-Glo luminescence, 24 h. inhibition, % at 20 µM. 1.3% of 330,000 active;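 active = growth inhibition of the mutant yeast at or above 50%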;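 note: temperature-sensitive mutant grown at 25 °C; plate controls were DMSO-treated mutant yeast for no effect and medium wells lacking yeast for full effect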
MPTP inh: permeability transition pore inhibition. AID 602449. inhibition, % at 10 µM. isolated mouse mitochondria, Ca2+ swelling absorbance, 30 min. 1.4% of 360,000 active;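 active = inhibition of 50% or more, scaled per plate between neutral and stimulator controls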;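 note: 0% = DMSO wells given calcium and 100% = 1 mM EGTA wells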
APJ ag: APJ receptor agonism. P35414. CHO-K1 APJ PathHunter beta-arrestin, luminescence; 0% DMSO wells, 100% apelin. activation, % at 20 µM. 0.11% of 330,000 active. AID 2520;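 active = activation more than six SD over the plate average, tested at 20 µM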;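 note: 0% = DMSO alone and 100% = apelin-13 at 10 nM; some results filed as inactive read as strong as hits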
Target sequence (P35414 whole entry, looked up): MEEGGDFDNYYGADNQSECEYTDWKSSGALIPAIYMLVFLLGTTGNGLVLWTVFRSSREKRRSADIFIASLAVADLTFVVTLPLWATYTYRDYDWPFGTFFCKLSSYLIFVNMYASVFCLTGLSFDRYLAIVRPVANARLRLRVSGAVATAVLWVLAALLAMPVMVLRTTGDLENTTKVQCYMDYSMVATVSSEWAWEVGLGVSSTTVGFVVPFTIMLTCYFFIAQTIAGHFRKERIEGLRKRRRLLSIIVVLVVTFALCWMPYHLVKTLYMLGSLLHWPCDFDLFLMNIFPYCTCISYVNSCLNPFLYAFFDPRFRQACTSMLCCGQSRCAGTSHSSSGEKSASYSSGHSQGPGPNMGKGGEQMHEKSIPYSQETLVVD
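Material: engineered CHO-K1 APJ arrestin reporter cells; amount: 1000 CHO-K1 reporter cells seeded per well; incubation: compound stimulation 90 min at 25 °C, detection 60 min; signal: luminescent beta-gal fragment complementation, chemiluminescent substrate; read-out basis: APJ agonist activity; controls: DMSO-only wells as negative, 10 nM Apelin-13 as positive control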
GRIN3A LBD mod: NR3A (human) ligand-binding domain modulation; NR3A LBD differential scanning fluorimetry, Tm shift; 0% = protein alone, 100% = glycine-bound protein; Tm shift relative to glycine control, % at 25 µM; 2.5% of 340,000 active; AID 1259313;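 active = melting temperature shift of at least 10% of the positive control shift, at one fixed dose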
NALP3 yeast inh: inhibitors of NALP3 inflammasome in yeast; AID 2825; inhibition, % at 10 µM; Yeast reconstituted NLRP3/ASC/caspase-1, beta-gal luminescence, 24 h; 0.39% of 330,000 active;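 active = inhibition of 50% or more; inactive = inhibition below 50%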;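 note: plate controls were induced DMSO wells for no effect and uninduced yeast grown without galactose for full effect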
MIN6 prolif: induces beta-cell replication in MIN6 cells; proliferation, % at 10 µM; MIN6 cells proliferation, ATPlite luminescence, 48 h; cells starved in 0.2% serum; 100% = growth in 10% serum; 0.29% of 330,000 active;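 active = compounds whose signal lies at least 3.5 SD above the mean of all wells on their plate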;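 note: 0% = DMSO-treated cells in low-serum medium and 100% = 10% serum control; some compounds called inactive have numbers as strong as hits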
tim10-1 inh: tim10-1 yeast growth inhibition; S. cerevisiae tim10-1 ts strain growth, BacTiter-Glo, 24 h; inhibition, % at 20 µM; 2.2% of 330,000 active; AID 463190;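 active = inhibition of at least 40%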;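 note: mutant grown at 25 °C; 0% = DMSO wells with yeast and 100% = wells holding no yeast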
APJ antagonist: APJ receptor antagonism. CHO-K1 APJ beta-arrestin complementation, luminescence. inhibition, % at 20 µM. 0.32% of 330,000 active. AID 2521. P35414;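 active = inhibition above about 40% at 20 µM, limit read from the data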;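 note: cells challenged with 10 nM apelin-13 agonist together with compound; plate controls were apelin-13 plus DMSO wells for no effect and DMSO wells lacking apelin-13 for full effect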
* = called active by the depositor; . = not tested or not shown. Compounds were not picked by outcome. Share with any hit: about 7.2%.

Results follow in this order: TIM10 inh	tim23-1 inh	MPTP inh	APJ ag	GRIN3A LBD mod	NALP3 yeast inh	MIN6 prolif	tim10-1 inh	APJ antagonist
1	O=[N+]([O-])c1ccc(Cl)c(CN2CCC(O)CC2)c1
→ 5	13	2.6	-4	2	8	0	-5	-1
2	NNC(=O)Cn1c(-c2ccccc2)cc2ccccc21
→ 20	37	1.1	0	-1	9	-2	30	16
3	CCCn1c(NC(=O)c2ccco2)nc2ccccc21
→ 25	42	1.1	1	0	37	-4	35	-10
4	CN(C)c1nc(N(C)C)nc(N(C#N)CCOc2ccccc2)n1
→ 17	10	0.6	-5	0	31	9.9*	12	-7
5	Cc1ccc(N(C(C)C(=O)Nc2cccc(N(C)S(C)(=O)=O)c2)S(C)(=O)=O)cc1 (stereo not drawn)
→ -9	7	-2.4	-3	0	-6	5	1	10
6	Cc1cc(SCC(=O)Nc2ccc(O)cc2)n2nc(C)c(-c3ccccc3)c2n1
→ -2	-1	3.9	-4	7	1	-2	10	11
7	Cc1ccc(-c2nc(CS(=O)CC(=O)NC3CC3)c(C)o2)cc1 (stereo not drawn)
→ -5	-8	-2.4	1	3	0	2	2	23
8	O=C(NCCc1nc(-c2ccccc2Cl)no1)c1ccccc1
→ -5	13	-0.4	-2	-2	13	3	13	1
9	Cc1ccc(C)c(OCCn2cc(/C=C(\C#N)C(=O)NCc3cccs3)c3ccccc32)c1
→ 6	26	6.0	-3	4	6	-1	12	22
10	CC(=O)c1ccc(N2CCN(C(=O)Cn3c(=S)[nH]c4ncccc4c3=O)CC2)cc1
→ -7	-4	.	-2	.	13	0	0	-5
11	COC(=O)C1C/C(=N\NS(=O)(=O)c2ccc(C)cc2)c2ccccc2C1 (stereo not drawn)
→ 9	11	-0.6	-5	0	7	1	6	7
12	CCOc1cc(C2/C(=C(/O)c3ccc(S(=O)(=O)N4CCCCC4)cc3)C(=O)C(=O)N2CCOC)ccc1O (stereo not drawn)
→ 5	3	-1.4	-2	-1	6	-3	-1	15
13	O=[N+]([O-])c1cccc(-c2ccc(/C=N/NC(=S)NCc3ccco3)o2)c1
→ 35	13	4.6	-1	6	13	-1	23	17
14	O=C(CCNS(=O)(=O)c1ccccc1C(F)(F)F)NCc1ccc2c(c1)OCO2
→ 0	16	0.9	-1	6	-1	1	23	-27
15	CCCCCC(=O)NNC(=O)c1ccc(F)cc1
→ -18	4	1.3	-3	-2	5	-2	3	4
16	COc1ccc(-c2nc(C3CCCCC3)no2)cc1OC
→ -12	5	-0.6	-1	0	4	-1	30	7
17	Cc1ccccc1NC(=O)C1CCCN1C(=O)NC1CCCCC1 (stereo not drawn)
→ -2	7	0.5	0	0	2	2	5	1
18	COC(=O)[C@@H]1C[C@@]2(Br)c3ccccc3N(S(=O)(=O)c3ccccc3)[C@H]2N1C(=O)OC
→ 5	17	0.0	-7	-3	10	-1	17	-2
19	CC(C)C(=O)Nc1cc(C(F)(F)F)ccc1N1CCOCC1
→ 4	7	1.5	-4	2	7	2	-5	13
20	N=c1n(CCO)c2ccccc2n1CCOc1ccccc1
→ 3	65*	16	-3	-1	7	-2	-3	1
21	CC(C)c1ccc2oc(=O)cc(CN3CCN(c4ccccc4)CC3)c2c1
→ 13	33	-0.2	-3	-4	13	-5	19	18
22	O=C(CCCN1C(=O)/C(=C/c2ccccc2Cl)SC1=S)Nc1ccccn1
→ 18	33	-0.2	4	1	23	3	36	-2
23	Cc1cccc(N2C(=O)CC(N3CCOCC3)C2=O)c1 (stereo not drawn)
→ 0	11	-1.9	4	-1	15	0	4	19
24	COc1ccc(NC(=O)Cn2nc([N+](=O)[O-])c(Cl)c2C)cc1OC
→ 13	3	0.7	-4	-1	5	-1	-8	-10
25	COc1ccccc1NC(=O)COC(=O)/C=C/c1ccc2c(c1)OCO2
→ -4	9	-0.6	-1	1	4	0	10	-2
26	Cc1ccc(NC(=O)CN(C)CC(=O)Nc2ccccc2-c2ccccc2)cc1
→ -3	18	0.0	0	-3	-5	-3	2	-14
27	O=C(c1cc2cc(Cl)cc(Cl)c2oc1=O)N1CCOCC1
→ 4	2	0.2	-2	2	16	-3	9	2
28	CCOc1ncccc1C(=O)OCC(=O)Nc1ccc2c(c1)CCC2
→ -21	11	0.0	-1	1	29	-1	-4	1
29	CCS(=O)(=O)c1ccc(NC(=O)c2ccccc2Cl)c(O)c1
→ -7	-18	-1.4	3	-1	-4	-2	-2	-12
30	Cc1ccc(NC(=O)C2=CN3CCS(=O)(=O)N=C3C=C2)cc1
→ -1	-4	-0.7	-2	0	11	0	-6	4
31	CCS(=O)(=O)N1N=C(c2cccs2)CC1c1cc2cc(C)ccc2nc1Cl (stereo not drawn)
→ 13	10	0.3	-3	-2	-13	-5	10	-2
32	Cc1cc(N2CCOCC2)nc(NCc2ccccc2)n1
→ 9	9	7.9	0	-1	9	-1	12	17
33	CC(C)(C)c1ccc(C(=O)O)c(C(=O)c2ccc(C(=O)O)cc2)c1
→ -1	-7	0.3	-7	1	-6	2	-14	-5
34	Cc1nn(CCO)c2ncc(C(=O)c3cc(Cl)ccc3O)cc12
→ -25	9	0.8	1	0	3	0	-4	-3
35	CCc1noc(C)c1C(=O)NC1CC(C)(C)Cc2c1cnn2-c1ccccc1 (stereo not drawn)
→ 1	14	-0.9	-7	.	8	1	0	41*
36	O=S(=O)(c1ccccc1)N(CC(O)CN1CCOCC1)c1ccccc1 (stereo not drawn)
→ -22	-7	-1.4	0	0	-4	0	-9	-22
37	COc1ccc(-n2nnc3c(SC(C(C)=O)C(=O)N(C)C)ncnc32)cc1 (stereo not drawn)
→ 12	5	-1.4	-3	0	9	-4	14	17
38	O=[N+]([O-])c1ccc(/C=N\N2CCN(c3ccc(Cl)cc3)CC2)cc1
→ -11	3	1.2	-1	4	10	-1	-10	11
39	COc1cccc(Nc2nc(N)nc(C(F)(F)F)n2)c1
→ 33	34	-1.0	2	-30	2	0	37	-20
40	O=C(COC(=O)c1ccc2c(c1)OCO2)Nc1ncc(Cl)cc1Cl
→ 6	-3	0.7	-2	-1	5	-3	9	-7

Shown as a hit in APJ antagonist (from the list above):
| cpd | SMILES | MPTP inh | GRIN3A LBD mod | NALP3 yeast inh | APJ antagonist |
| --- | --- | --- | --- | --- | --- |
| 35 | CCc1noc(C)c1C(=O)NC1CC(C)(C)Cc2c1cnn2-c1ccccc1 (stereo not drawn) | -0.9 | . | 8 | 41* |

(list continues)
Results follow in this order: TIM10 inh	tim23-1 inh	MPTP inh	APJ ag	GRIN3A LBD mod	NALP3 yeast inh	MIN6 prolif	tim10-1 inh	APJ antagonist
41	CCc1cc2ccc(C)c(C)c2nc1SCC(=O)NNC(=O)c1ccco1
→ 13	18	1.5	0	-3	-4	0	-6	19
42	O=C(c1cc(Cl)nc2ccccc12)N(Cc1nnc(-c2ccc(Cl)cc2)o1)C1CC1
→ -12	16	4.1	0	-3	22	-3	9	19
43	CCOC1=C/C(=C/c2c(N)n3oc(C)cc3nc2=O)C=CC1=O
→ 16	37	.	-1	.	-21	-2	4	12
44	CC(=O)N1CCN(c2ccc(NC(=O)c3ccc(C)cc3)cc2)CC1
→ 8	17	-0.5	5	-2	3	-3	14	4
45	Cc1ccc(OCCNC(=O)c2cccc(S(=O)(=O)N3CCN(C)CC3)c2)cc1
→ 1	-8	0.2	-1	0	14	0	-4	-50
46	O=C(Cn1ccc2cc(S(=O)(=O)N3CCCC3)ccc21)NCCc1ccccc1
→ 8	13	-0.6	-2	0	-6	-1	4	-3
47	CN(C)CC1CCCCC1OC(=O)c1ccc(Br)cc1 (stereo not drawn)
→ -5	12	12	-3	-1	6	-1	0	20
48	COc1cc(CC(=O)Nc2sccc2C(N)=O)cc(OC)c1OC
→ -1	12	-4.6	3	-2	-10	-1	2	-2
49	COc1ccc(CNC(=O)C2CCCN2S(=O)(=O)c2ccc(F)cc2)cc1 (stereo not drawn)
→ 6	9	2.2	-4	0	6	2	20	11
50	O=C(CCC(=O)N(CC(=O)NC1CCCCC1)c1ccc2c(c1)OCO2)Nc1ccccn1
→ 11	7	-0.3	0	-14	5	3	-7	6
51	O=C(CNC(=O)c1ccccc1)Nc1ccsc1C(=O)O
→ 6	-2	-1.5	-2	-2	9	1	-4	-4
52	COc1ccc(N(CC(=O)NCc2ccco2)S(C)(=O)=O)cc1
→ 5	3	-0.6	0	0	18	0	-3	6
53	CC(C)(C)CN1CCN(Cc2c[nH]c3ccccc23)CC1CCO (stereo not drawn)
→ 0	-9	0.0	3	-2	3	-1	-3	15
54	Cc1c(C(c2cccc([N+](=O)[O-])c2O)c2c(C)n(C)n(-c3ccccc3)c2=O)c(=O)n(-c2ccccc2)n1C
→ 14	-1	-4.5	-3	3	10	-1	6	-2
55	CCOC(=O)c1c(NC(=O)Cc2cccs2)sc2c1CCCC2
→ 3	6	-2.5	-5	0	16	-2	4	-10
56	Cc1nc(CNS(=O)(=O)c2cccs2)cs1
→ -3	-1	-1.5	-4	-1	3	-3	14	-8
57	Cc1ccc(OCc2nnc(-c3ccc(Cl)cc3)o2)cc1
→ 8	33	0.1	3	1	30	-4	23	-7
58	CC1(C(=O)NCC2CC2)C=CC2(CCCCC2)N1C(=O)c1ccccc1 (stereo not drawn)
→ -3	16	0.8	6	-6	11	-3	16	-83
59	COC(=O)c1cc(OC)c(OC)cc1NC(=S)Nc1cc(Cl)ccc1OC
→ 9	15	24	-1	-3	15	0	25	14
60	O=Cc1cn(-c2ccccc2)nc1-c1ccccn1
→ 37	59*	-2.8	-3	-2	44	0	21	-7

A second format for 3 compounds above:
| cpd | compound | TIM10 inh | tim23-1 inh | MPTP inh | APJ ag | GRIN3A LBD mod | NALP3 yeast inh | MIN6 prolif | tim10-1 inh | APJ antagonist |
| --- | --- | --- | --- | --- | --- | --- | --- | --- | --- | --- |
| 56 | Cc1nc(CNS(=O)(=O)c2cccs2)cs1 | -3 | -1 | -1.5 | -4 | -1 | 3 | -3 | 14 | -8 |
| 57 | Cc1ccc(OCc2nnc(-c3ccc(Cl)cc3)o2)cc1 | 8 | 33 | 0.1 | 3 | 1 | 30 | -4 | 23 | -7 |
| 58 | CC1(C(=O)NCC2CC2)C=CC2(CCCCC2)N1C(=O)c1ccccc1 (stereo not drawn) | -3 | 16 | 0.8 | 6 | -6 | 11 | -3 | 16 | -83 |
